Source: PubChem BioAssay (several laboratories)
CaV13 ICDI inh: Disruptors of the CACNA1D IQ motif to Ca2+-dependent inactivation inhibitor domain association, primary screening, Förster resonance energy transfer in intact living … | HEK cells, CFP/YFP FRET ICDI-IQ, plate reader, 10 min; percent FRET-ratio fall versus neutral wells | inhibition, % at 12.3 µM | 0.098% of 340,000 active | AID 743397;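 active = mean replicate inhibition of at least 30% and at least 1% of replicates passing that level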;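 note: 0% = median of the neutral control wells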
MITF TRPM1 inh: inhibitors of MITF-dependent TRPM1 promoter reporter, primary screen, cell-based, SK-MEL-5, single point, luciferase. AID 488899, 2010. 0.83% of 330,000 active. inhibition, % at 12.5 µM. SK-MEL-5 TRPM1 promoter luciferase, 24 h;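 active = mean inhibition across replicates of 60% or more, whatever share of single replicates reaches that level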; note: values of inactives mirror those of a sister screen read the other way
NR2E3 ag-1: NR2E3 agonists in two-hybrid cells, primary screen, cell-based, luminescence, CHO-S, Gal4-NCOR/VP16-NR2E3; Photoreceptor-specific nuclear receptor (Homo sapiens), Q9Y5X4; luciferase; inhibition of corepressor binding, % at 3.98 µM; 0.35% of 360,000 active; AID 602229, 2012;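 active = inhibition above the mean of all tested compounds plus 3 SD, cut at about 70% in these data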;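 note: 0% = DMSO with NR2E3 transfected cells and 100% = cells lacking NR2E3 construct; higher means lower luciferase signal from less NR2E3 corepressor binding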
Target sequence (Q9Y5X4 whole entry, looked up, the tested form may be a part): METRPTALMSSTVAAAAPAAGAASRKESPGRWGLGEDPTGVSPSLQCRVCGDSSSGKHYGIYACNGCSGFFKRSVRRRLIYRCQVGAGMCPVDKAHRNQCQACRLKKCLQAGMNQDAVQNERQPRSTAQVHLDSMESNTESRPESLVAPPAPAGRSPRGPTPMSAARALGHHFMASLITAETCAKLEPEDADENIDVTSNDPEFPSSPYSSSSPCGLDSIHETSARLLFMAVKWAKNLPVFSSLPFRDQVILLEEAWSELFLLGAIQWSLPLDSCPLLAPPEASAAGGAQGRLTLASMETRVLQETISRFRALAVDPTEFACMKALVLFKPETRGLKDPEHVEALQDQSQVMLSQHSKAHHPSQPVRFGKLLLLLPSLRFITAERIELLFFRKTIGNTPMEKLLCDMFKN
iPSC survival up: enhancers of single-cell hiPSC survival, primary screen, ATPlite luminescence; 100% = ROCK inhibitor wells, 0% = DMSO; survival enhancement, % at 20 µM; 0.044% of 360,000 active; AID 602274, 2012; in the data active = survival enhancement above about 18%;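 note: cells exposed to compounds for 16 hours before the ATP read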
Vif imaging: HIV Vif self-association inhibitors, primary screen, imaging, HEK293T, single point. HEK293T cells, Vif self-association by quenched fluorescence, 24 h. inhibition, % at 7.49 µM. 0.35% of 340,000 active; in the data active = inhibition above about 50%, passing the limit was not always enough; note: some results filed as inactive read as strong as hits
Granule exo inh: LAMP-1 surface exposure blockers, TALL-104 cells – cell-based, flow cytometry, MLPCN library, primary screen. TALL-104 LAMP-1 surface exposure; cells stimulated with thapsigargin and PMA. inhibition, % at 10 µM. 0.66% of 360,000 active. AID 651702, 2012;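 active = inhibition above about 55%, limit read from the data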
Peg3 prom inh: Peg3 promoter-driven luciferase inhibitors, primary screen, cell-based, HeLa, luciferase luminescence; HeLa PEG-Prom luciferase reporter, overnight; inhibition, % at 20 µM; 1.7% of 360,000 active;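 active = inhibition of at least 50% at 20 µM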
HIF-2a block: HIF-2a reporter inhibitors, primary screen, luminescence, 786-0 RCC cells; 786-0 RCC cells HIF-2a reporter, luciferase luminescence, overnight; AID 624352, 2012; inhibition, % at 18.8 µM; 0.72% of 360,000 active;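 active = inhibition of the luminescence signal of 40% or more relative to plate controls, in a single-dose primary screen at 18.75 µM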
NR2E3 ag-2: inhibitors of NR2E3-RetCOR corepressor binding, primary screen, NR2E3 agonist project, biochemical, TR-FRET, GST-NR2E3, biotin-RetCOR. 1536-well. Photoreceptor-specific nuclear receptor (Homo sapiens), Q9Y5X4. inhibition of corepressor binding, % at 4.78 µM. 0.12% of 320,000 active. AID 2300, 2010;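 active = percent inhibition above the cutoff of mean plus 3 SD of all tested compounds, set per screening campaign, cut at about 20% in these data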;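 note: 0% = DMSO wells and 100% = biotin wells as full block of FRET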
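Material: NR2E3–RetCOR corepressor complex | Quantity: 1.35 nM GST-tagged NR2E3 final | Schedule: 5 h at 4 °C | Replication: Singlicate compound wells | Reagent: RetCOR corepressor, biotinylated, 7 nM | Controls: Biotin wells as high control, 0.6% DMSO wells as low control | Signal: TR-FRET, Eu(K)-anti-GST donor, streptavidin-D2 acceptor, ex 340, em 617/671 nm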
aDG glyco act: activators of alpha-DG glycosylation, primary screen, uHTS, Pro5-aDG cells, AlphaScreen | AID 624168, 2012 | 0.22% of 360,000 active | alpha-DG glycosylation AlphaScreen (IIH6); 0% Pro5, 100% B10-LARGE cell signal | activation, % at 10 µM;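 active = activation of at least 8% versus controls, or a plate z-score of at least 8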;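 note: Pro5 are CHO cells carrying HIG-tagged alpha-DG that lacks glycosylation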
PDI turbidity: inhibitors of human PDI, primary screen, biochemical, turbidity, single point, plate reader | Protein disulfide-isomerase (Homo sapiens), P07237 | PDI insulin aggregation turbidity, A650, 90 min | inhibition, % at 10 µM | 0.052% of 350,000 active | AID 588391, 2011;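 active = mean inhibition across replicates of 30% or more, whatever share of single replicates reach that level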;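 note: absorbance from insulin aggregation driven by PDI reduction with DTT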
Target sequence (P07237 whole entry, looked up): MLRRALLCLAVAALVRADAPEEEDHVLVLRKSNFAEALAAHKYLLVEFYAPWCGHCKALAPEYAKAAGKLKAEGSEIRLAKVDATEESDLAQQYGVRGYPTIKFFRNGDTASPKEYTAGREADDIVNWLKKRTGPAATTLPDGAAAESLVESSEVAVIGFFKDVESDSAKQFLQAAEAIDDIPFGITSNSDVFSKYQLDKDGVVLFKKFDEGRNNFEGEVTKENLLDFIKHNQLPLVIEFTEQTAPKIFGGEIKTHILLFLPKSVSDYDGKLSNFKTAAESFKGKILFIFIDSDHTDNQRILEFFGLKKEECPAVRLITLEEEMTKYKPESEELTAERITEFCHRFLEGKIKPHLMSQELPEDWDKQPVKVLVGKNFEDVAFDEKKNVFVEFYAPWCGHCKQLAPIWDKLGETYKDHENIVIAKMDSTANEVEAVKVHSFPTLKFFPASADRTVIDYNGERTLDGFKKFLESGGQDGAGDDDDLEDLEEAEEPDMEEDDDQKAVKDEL
Active calls of the source: *; nt = no result given.

mol	CaV13 ICDI inh	MITF TRPM1 inh	NR2E3 ag-1	iPSC survival up	Vif imaging	Granule exo inh	Peg3 prom inh	HIF-2a block	NR2E3 ag-2	aDG glyco act	PDI turbidity
COc1cc(C(=O)N/N=c2/sc3ccccc3n2C)cc(OC)c1OC	11	8	-6	3.3	28	0	9	9	-1	0.0	1
C=CCn1c(SCc2nc3cc(C(=O)OC)ccc3c(=O)[nH]2)nc2sc(CC)cc2c1=O	-3	10	-9	-2.0	3	-3	25	17	-5	0.3	1
O=C(Nc1nnc(COc2ccccc2)s1)Nc1ccccc1F	-14	-7	2	-0.1	2	3	4	-2	2	0.1	2
CN(C(=O)c1ccc2c(c1)OCO2)C1(C)CCS(=O)(=O)C1 (configuration not stated)	-6	1	25	-0.5	5	3	-5	5	1	0.5	1
O=c1[nH][nH]c(-c2ccccc2)c1-c1ccccc1	-3	-11	-19	12	-1	-4	2	6	nt	0.2	10
COc1cccc(C(=O)N2CCCc3ccccc32)c1OC	-4	nt	-7	3.7	6	0	15	12	nt	0.3	-3
CCOC(=O)CCC(=O)NCc1ccc2c(c1)cc(C)n2C	-5	10	16	0.5	0	0	-9	2	-1	0.1	0
COc1cc(SC#N)ccc1N=Cc1c(C)[nH]n(-c2ccc(C)cc2)c1=O	-3	13	-9	-1.8	nt	-4	81*	-2	-5	0.1	-6
O=C(CCN1CCN(c2ccccc2)CC1)Nc1ccc(OCc2ccccc2)cc1	-3	-1	-5	-0.5	6	1	9	6	-1	-0.2	5
COc1ccc(C#CC2=CC(=O)CC(C)(C)C2)cc1	-7	nt	-28	6.7	-2	0	-207	-108	nt	0.2	6
Cc1cc(C)cc(N(C(=O)c2ccco2)C(C(=O)NC2CCCC2)c2ccncc2)c1 (configuration not stated)	-3	-7	23	0.2	0	-15	-10	3	-2	0.8	-4
CC(=O)NC(c1cccc(F)c1)c1nc(-c2ccc3ccccc3c2)cs1 (configuration not stated)	-5	nt	-3	0.0	1	0	-20	-134	nt	-0.1	5
Cc1ccc(-n2nc(C(=O)O)nc2-c2ccccc2)cc1	-6	-15	16	5.8	8	3	0	10	0	-0.2	-1
COc1cc2cnc(-c3ccccc3)c(-c3ccc(C(F)(F)F)cc3)c2cc1OC	-4	-13	-21	0.8	3	-1	64*	-58	3	0.2	3
O=C1OCC/C1=C\c1ccccc1O	-4	4	-9	3.8	-5	-1	-2	4	-2	0.1	12
CCCn1c(=O)c(C(=O)Nc2ncccc2O)c(O)c2ccccc21	-5	-7	2	-0.4	58*	-7	-1	8	nt	-0.3	-1
CCC(=O)c1ccc(OCC(O)CN(C)C2CCCCC2)cc1 (configuration not stated)	-1	-1	20	-3.6	5	1	-11	13	-5	0.0	-6
Clc1ccc(C2=NNC(=NCc3ccc4c(c3)OCO4)SC2)cc1	-5	16	-29	-1.5	-1	3	-11	-99	1	-0.2	-4
CC1(C(=O)NCc2ccccc2)CCC(=O)N1CC(F)(F)F (configuration not stated)	-11	nt	7	-1.5	nt	1	-5	3	nt	0.0	nt
Cc1ccc(Nc2nnc(SCC3CCCCO3)s2)cc1 (configuration not stated)	-6	-11	-73	3.0	-3	7	-171	-190	-4	-0.1	-3
C=CCc1c(C)[nH]c2c(OC)cccc2c1=S	-4	1	-22	0.5	-12	-1	14	-1	2	-0.2	1
C[C@@]12C(=O)N(c3ccc(Cl)cc3)C(=O)N1[C@@H]1c3ccccc3OC[C@@H]1[C@H]2c1ccccc1	-6	-1	-2	-1.1	-7	13	3	15	nt	0.0	-2
CCCCN(C)c1c(C)nc2ccc(C(=O)NCc3cccs3)cn12	-5	nt	-28	-3.3	-5	-20	27	14	nt	-0.1	2
COc1cccc(C(=O)c2ccccc2NC(C)=O)c1	-6	nt	-10	-0.1	-3	5	5	-17	nt	0.1	-10
CCN(CC)C(=O)C1CCCN(Cc2nc(-c3cccs3)no2)C1 (configuration not stated)	-6	-6	-13	-0.2	2	-1	-6	-11	4	0.1	3
COc1ccc(NC(=O)CCC(=O)N2CCC(c3ccccc3)=N2)cc1S(=O)(=O)N1CCCCC1	-2	2	3	-0.8	-2	-2	-7	-3	nt	0.2	10
O=Cc1cn(CCC(=O)O)nc1-c1cccc(Br)c1	5	3	-4	0.1	-3	-3	13	14	3	0.5	-2
CCOC(=O)N1CCC(N2Cc3cccc(C(=O)NC(C)c4ccc5c(c4)OCCO5)c3C2=O)CC1 (configuration not stated)	-2	9	-20	-1.3	0	0	18	27	0	-0.2	nt
O=C(CCN1CCCCCC1)Nc1cccc(Cl)c1	-11	5	2	-1.5	11	-1	18	8	2	0.3	7
O=C(/C=C/c1ccco1)NC(=S)Nc1ccccc1	-3	-14	-42	0.1	-4	5	-204	-234	-1	0.8	6
COC(=O)/C(=C\c1ccc([N+](=O)[O-])cc1)NC(=O)c1ccccc1	-7	6	-15	0.2	0	6	20	17	nt	0.2	8
N#CC1=C(N)Oc2cc(O)c(Cl)cc2C1c1cccnc1 (configuration not stated)	-1	1	8	-0.5	-6	-1	10	16	nt	0.1	13
COC(=O)C(=C/C(C)=C/c1cccs1)C(=O)OC	-5	6	-24	-0.9	11	1	14	15	0	0.3	-3
CCOCCn1ccc2c(OCC(=O)NCc3ccccc3)cccc2c1=O	-11	-4	3	0.3	-5	-10	7	10	-3	0.0	-1
CCCCN(C(=O)CC1CCCC1)c1c(N)n(CCCC)c(=O)[nH]c1=O	-5	nt	-1	0.6	3	-13	18	16	-2	0.7	-2
CCOc1cc(C(=S)N2CCCC2)ccc1O	3	-12	-2	-0.7	8	-4	-7	17	1	0.0	3
COc1ccc(-c2cc(C(=O)N/N=C/c3ccc(OC)c(COCC(F)(F)C(F)F)c3)c3ccccc3n2)c(OC)c1	-6	4	-16	-0.5	-3	-2	25	19	2	-0.4	4
CCN1C(=O)/C(=C2\SC(N3CCCCC3)=NC2=O)c2ccccc21	-6	-76	-72	-3.1	nt	0	-198	-283	-2	2.0	-23
Cc1ccc2c(c1)nnn2C1CCN(CC(=O)Nc2ccc3c(c2)OCCO3)CC1	-6	10	14	-3.8	-20	-1	-6	14	-2	0.1	0
COc1cc(SC)ccc1C(=O)NCC1CCCO1 (configuration not stated)	-5	-33	-2	-2.4	6	-4	-36	-60	0	-0.2	6
Cc1cc(C)c(C#N)c(SCc2ccc([N+](=O)[O-])cc2)n1	3	-16	-5	1.7	-2	1	14	4	1	-0.2	4
CCOC(=O)CNC(=S)n1cnc(N)n1	-5	11	4	2.1	12	-2	0	3	1	0.5	-2
Cc1ccc(N=Cc2c(O)[nH]c3ccccc23)c([N+](=O)[O-])c1	-4	-55	-89	-3.7	6	1	-222	-241	2	-0.4	5
OCC[C@H]1C[C@H](O)[C@@H](O)[C@@]2(OCCCc3ccccc32)O1	-10	10	-8	-1.5	1	-1	-4	9	2	-0.2	-3
COc1ccc(OC[C@@H](O)CNC(=O)c2cccc3c2C(=O)c2ccc(Cl)cc2S3(=O)=O)cc1	-11	-4	0	-2.8	1	-3	-16	-28	1	0.1	-5
Cc1cccc(C)c1NC(=O)c1ccc(-n2cnnn2)cc1	-4	3	-8	-1.6	5	-2	6	6	0	0.0	-2
O=C(/C=C/Nc1ccc(Br)cc1F)c1ccco1	-7	29	-182	-2.2	27	-1	24	10	0	0.0	1
CC1CC1C(=O)OCC(=O)NC(=O)c1ccccc1 (configuration not stated)	-4	8	-5	0.5	-1	4	-10	-1	3	-0.2	-1
Cc1cc(Br)ccc1NC(=O)CNC(=O)COc1ccccc1C	-6	-8	-3	1.0	-9	1	-13	-22	0	0.1	-1
COc1ccccc1NC(=O)C(=O)NCCC1CCCCN1S(=O)(=O)c1cccs1 (configuration not stated)	-6	0	15	-0.3	-21	4	14	-11	2	0.0	6

The final 2 compounds of the section above open the next one.
mol	CaV13 ICDI inh	MITF TRPM1 inh	NR2E3 ag-1	iPSC survival up	Vif imaging	Granule exo inh	Peg3 prom inh	HIF-2a block	NR2E3 ag-2	aDG glyco act	PDI turbidity
Cc1cc(Br)ccc1NC(=O)CNC(=O)COc1ccccc1C	-6	-8	-3	1.0	-9	1	-13	-22	0	0.1	-1
COc1ccccc1NC(=O)C(=O)NCCC1CCCCN1S(=O)(=O)c1cccs1 (configuration not stated)	-6	0	15	-0.3	-21	4	14	-11	2	0.0	6
COc1ccc(C2CC(c3ccc4ccccc4c3)=NN2C(=O)COC(=O)C2CCC(=O)N2)cc1 (configuration not stated)	-6	-75	-163	0.7	-3	-2	-348	-276	2	0.6	5
COc1c(C=O)cc2c3c1CCCN3CCC2	-11	-8	-8	-0.3	0	2	-3	26	2	0.0	-4
Clc1ccc(Sc2ccc(/C=N/n3cnnc3)o2)cc1	nt	-3	-7	5.2	8	2	-9	25	3	0.7	4
Cc1cccc(C(=O)OCC(=O)c2cccc(Br)c2)c1O	-3	-42	5	0.2	nt	-2	-108	-74	1	0.1	-1
CC1(c2ccccc2)CC(C)(C)N2C(=O)C3(C(C#N)=C(N)Oc4cc(O)ccc43)c3cccc1c32 (configuration not stated)	-7	3	-13	4.4	1	8	22	33	0	-0.5	-8
CCOC(=O)CNC(=O)C(Cc1ccccc1)NS(=O)(=O)c1cccs1 (configuration not stated)	-5	11	-9	-0.4	5	-2	4	13	-2	0.0	9
Cc1ccc(F)cc1N=Cc1c(O)c2ccccc2oc1=O	nt	3	-30	-0.4	15	3	-13	-73	5	0.1	1
COc1ccc(N(C(=O)CNS(=O)(=O)c2ccccc2)C(C(=O)NCc2ccco2)C(C)C)cc1 (configuration not stated)	0	0	-29	0.8	-1	3	14	10	-1	0.0	-3
Cc1cc(C)nc(N2C(=O)CC(C(C)c3ccccc3)C2=O)n1 (configuration not stated)	-5	-19	2	1.3	-3	0	0	-8	2	-0.1	5
On1c(-c2ccccc2)nc2ccccc21	-16	-12	-43	-0.2	-3	0	-11	-58	2	-0.2	0
